VCAM1 TNFa inh: inhibitors of TNFa-induced VCAM1 expression, primary screen, imaging, HUVEC, TNFa stimulus, immunofluorescence; HUVEC TNFa-induced VCAM-1 immunofluorescence, high-content imaging; inhibition, % at 2 µM; 95,000 compounds, 0.48% hits; AID 802, 2007;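 active = inhibition above the batch mean plus 3 SD, with images confirmed as a hit by eye, cut at about 37% in these data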;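 also: 0% = TNF-stimulated DMSO wells and 100% = unstimulated control wells; not every result past the cut was called active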
cytoskel mod: modifiers of F-actin cytoskeleton organization, primary screen, imaging, HUVEC, phalloidin staining, high-content imaging. inhibition, % at 2 µM. HUVEC TNFa F-actin phalloidin imaging. 91,000 compounds, 0.18% hits;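 active = inhibition above the batch mean plus 3 SD and confirmed as a hit by visual image inspection, cut at about 30% in these data, passing the limit was not always enough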; also: strong numbers were not always called active
PTK2B oligo ant: antagonists of Pyk2 self-association, primary screen, Q293 cells, FERM NanoBiT luminescence, HTS | Protein-tyrosine kinase 2-beta (Homo sapiens), Q14289 | stronger effect = lower value | z-score (the deposit names both 25 µM and 10 µM) | AID 1347419, 2020 | 99,000 compounds, 0.83% hits;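 active = Z-score of -3 or lower, scaled per plate to the spread of control and sample wells; inactive = z-score above -3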;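 also: negative z-score means lost luminescence so less FERM oligomerization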
Fibroblast inh: antiproliferative effect on LL 47 fibroblasts – human, LL 47 cells, CellTiter-Glo luminescence, primary screen. LL 47 human lung fibroblast viability, ATP luminescence; stronger effect = lower value. viability, % at 10 µM. 85,000 compounds, 1.1% hits. AID 719, 2007;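 active = viability at or below 50% in the single dose screen; inactive = viability above 50%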;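 also: compound exposure lasted 72 h before the ATP readout; 100% = median luminescence of untreated cell-only wells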
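Test system: LL 47 human lung fibroblasts / Incubation: 72 h compound exposure at 37 °C after overnight plating / Technique: luminescent ATP detection, CellTiter-Glo / Compound dosing: 0.1% DMSO in all compound wells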
Smad3 FoxH1 inh: Smad3/FoxH1 peptide binding inhibitors, primary screen, biochemical, TR-FRET; Mothers against decapentaplegic homolog 3 (Homo sapiens), P84022; TR-FRET Smad3/Dy647-FoxH1 peptide binding, europium anti-His; inhibition, % at 25 µM; 88,000 compounds, 0.29% hits; AID 630, 2007;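 active = compounds that reduce the energy-transfer binding signal between the protein and its labelled peptide by more than half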;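 also: 0% = Smad3 plus labelled peptide maximal FRET and 100% = peptide-only background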
Target sequence (P84022 whole entry, looked up): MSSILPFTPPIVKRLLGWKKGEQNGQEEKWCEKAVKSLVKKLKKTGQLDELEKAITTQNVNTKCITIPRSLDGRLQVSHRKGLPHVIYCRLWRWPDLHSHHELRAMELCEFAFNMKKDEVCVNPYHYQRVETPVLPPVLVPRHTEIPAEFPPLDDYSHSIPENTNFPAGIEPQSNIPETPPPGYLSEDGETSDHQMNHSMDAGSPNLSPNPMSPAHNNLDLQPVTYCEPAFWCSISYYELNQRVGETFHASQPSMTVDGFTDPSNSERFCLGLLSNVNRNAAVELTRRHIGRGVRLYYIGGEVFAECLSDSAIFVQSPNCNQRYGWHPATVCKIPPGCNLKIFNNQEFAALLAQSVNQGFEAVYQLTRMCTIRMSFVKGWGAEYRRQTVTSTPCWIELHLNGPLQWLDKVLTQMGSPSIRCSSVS
H69AR growth 86K: proliferation blockers of H69AR lung cancer cells, primary screen, cell-based, human, 86K library; H69AR lung tumor viability, ATP luminescence, 72 h; stronger effect = lower value; viability, % at 10 µM; 85,000 compounds, 6% hits; AID 598, 2007;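 active = viability at or below 40%; inactive = viability above 40%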;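 also: multidrug resistant small cell line overexpressing MRP-1 efflux transporter; 100% = mean luminescence of untreated control wells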
TNFa cytotox: cytotoxicity in TNFa-stimulated HUVEC, primary screen, cytotoxicity control for VCAM1 expression modulator project, imaging, Hoechst nuclei count | AID 848, 2007 | cell count reduction, % at 2 µM | HUVEC TNFalpha-stimulated, Hoechst cell count | 93,000 compounds, 0.17% hits;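 active = cell count reduction exceeding the screen mean by over 5 SD, scaled to untreated wells per plate, cut at about 78% in these data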;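 also: cells counted after 24 h of TNF alpha exposure following the 1 h pretreatment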
HUVEC tox IL1B: cytotoxicity in IL-1B stimulated HUVEC, primary screen, cytotoxicity control for IL-1B NFkB translocation project, imaging, Hoechst nuclear count, IL-1B stimulus; 94,000 compounds, 0.41% hits; HUVEC cell count loss; cell count reduction, % at 2 µM;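 active = cell count reduction more than 3 SD above the screen-wide mean, cut at about 70% in these data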;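 also: normalized per plate to untreated control cells as the no-loss baseline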
HUVEC inhibit: inhibitors of HUVEC proliferation, primary screen, cell-based, 384-well | CellTiter-Glo luminescence, 72 h; stronger effect = lower value | viability, % at 10 µM (by protocol) | 86,000 compounds, 1.1% hits;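 active = viability at or below 30%; inactive = viability above 30%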;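 also: 100% = median luminescence of DMSO-only cell control wells on each plate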
An asterisk follows results filed as active; nt = no result given; [ ] = another dose, or the depositor's remark. Some of the compounds tested. The share of hits here may be higher or lower than overall.

SMILES	VCAM1 TNFa inh	cytoskel mod	PTK2B oligo ant	Fibroblast inh	Smad3 FoxH1 inh	H69AR growth 86K	TNFa cytotox	HUVEC tox IL1B	HUVEC inhibit
CCCCC(C(=O)NC1CCCC1)N(Cc1ccco1)C(=O)Cn1nnc(-c2ccc(F)cc2)n1 (stereo not drawn)	10	11	-1.6	nt	nt	nt	-22	3	nt
Cc1ccc2cccc(S(=O)(=O)N3CCN(c4cccc(Cl)c4)CC3)c2n1	10	6	-3.1*	93	1	71	-21	13	70
Cc1nn2c3ccccc3n(Cc3ccccc3)c2nc1=O	6	-20	-0.3	90	-3	81	-4	-12	90
O=C(Cn1cnc2c(oc3ccccc32)c1=O)N1CCN(c2ccccc2)CC1	6	7	0.38	105	-6	92	-16	-24	90
CCOC(=O)CSC1=C(C#N)C(c2ccccc2C)C2=C(CCCC2=O)N1 (stereo not drawn)	-27	-22	-0.86	110	7	75	-2	1	102
CC(C)Sc1nnc([C@@H]2CCCN2C(=O)OC(C)(C)C)o1	-2	8	-0.09	100	1	99	-65	-4	104
O=C(O)c1cccc(Nc2ncnc3c2cnn3-c2ccccc2)c1	10	6	-0.04	110	7	96	-29	-40	110
O=C1CC(c2ccccc2)CC2=C1C(c1ccccn1)Nc1ccccc1N2 (stereo not drawn)	13	-8	-1.3	102	14	94	1	-6	96
CCN(CC)CCNC(=O)Cn1c(C)cc2ccccc2c1=O	12	-4	1.4	95	12	100	-9	-16	93
CCCCCn1c(=NC(C)=O)c(C#N)cc2c(=O)n3ccccc3nc21	18	8	-0.82	97	13	44	-27	-4	94
COc1ccc(-c2nc(-c3ccccc3)c(-c3cccs3)[nH]2)cc1OC	-12	nt	-2	94	7	80	-14	-27	58
O=C(C1CCN(S(=O)(=O)c2cccc3nsnc23)CC1)N1CCc2ccccc2C1	6	4	1.4	101	-4	81	20	1	100
COc1cccc(N2CC(C)Cn3c2nc2c3c(=O)n(CCN3CCOCC3)c(=O)n2C)c1 (stereo not drawn)	6	9	0	105	-4	79	-20	4	91
CC(C)(C)NC1=CC(=O)OC12CCCCC2	4	8	0.46	103	11[fluorescence artefact?]	101	-2	-8	93
CCC(=O)Nc1cccc(-c2cn3ccsc3n2)c1	11	-3	-0.29	111	-1	83	-6	-41	117
CS(=O)(=O)N1CCc2cc(C(=O)N3CCCCC3)ccc21	15	-3	1.7	100	15	110	-3	0	111
CCOC(=O)N1CCN(C(=O)CSCC(=O)Nc2nc(-c3ccc(C)cc3)cs2)CC1	8	2	nt	101	-23	98	-4	-16	95
CC(=O)Nc1ccc(S(=O)(=O)NCC(C)NS(=O)(=O)c2ccc(NC(C)=O)cc2)cc1 (stereo not drawn)	6	-11	-0.62	100	-4	88	3	2	97
Nc1ccc(S(=O)(=O)c2ccc(N)cc2)cc1	nt	nt	nt	97	-6	95	nt	nt	101
CCN(CC)C(=O)C1=C(C)NC(=O)NC1c1c(F)cccc1Cl (stereo not drawn)	-4	-5	0.18	100	15	98	nt	14	96
CCS(=O)(=O)N1CCC(C(=O)NCc2ccco2)CC1	6	16	0.35	103	0	90	35	-68	96
CCOC(=O)N1CCN(S(=O)(=O)c2ccc3[nH]c(=O)sc3c2)CC1	nt	nt	-0.69	nt	-5	100	nt	nt	108
COc1ccc(/C=C/C(=O)c2ccoc2)cc1	8	27	-0.13	nt	nt	nt	-18	-27	nt
COC(=O)c1ccc(CSc2nc3c(cnn3-c3ccc(C)cc3)c(=O)[nH]2)o1	2	9	-2	98	7	20*	-30	12	29*
O=C(OCn1ncc(Cl)c(Cl)c1=O)c1ccc(F)cc1	11	17	nt	nt	nt	nt	4	29	nt
(listing goes on)
SMILES	VCAM1 TNFa inh	cytoskel mod	PTK2B oligo ant	Fibroblast inh	Smad3 FoxH1 inh	H69AR growth 86K	TNFa cytotox	HUVEC tox IL1B	HUVEC inhibit
CC1CCN(C2CCN(S(=O)(=O)c3ccc(F)cc3)CC2)CC1	12	-18	0.14	100	-4	93	-3	-3	90
Cc1ccc2cccc(NC(=S)NC(=O)c3ccnn3C)c2n1	17	4	-1.3	84	6	78	-21	12	86
CC(C)(C)n1nc2c(c1NC(=O)CCCc1ccccc1)CS(=O)C2 (stereo not drawn)	5	-3	nt	98	-8	85	-9	6	97
CC12C(=O)N(c3ccccn3)C(=O)C1C1C=CC2C1 (stereo not drawn)	9	5	nt	101	4	82	-6	-15	102
CCc1c(O)cc2n(c1=O)-c1ccccc1C2(C)C	10	-7	1.7	99	8[fluorescence artefact?]	91	-16	-6	104
COc1ccc2c(c1)cc1n2CCN=C1NCCO	0	13	-0.15	95	22[fluorescence artefact?]	96	-11	-9	103
CCCCCc1nc2c(C#N)c(-c3ccc(Cl)cc3)ccn2n1	-17	-6	-0.58	nt	nt	nt	28	-9	nt
O=C(CSc1nnnn1-c1ccc(O)cc1)Nc1cccc(S(=O)(=O)N2CCCC2)c1	9	-19	-0.65	101	-3	55	30	52	79
CCOc1ccc(/C=N/NC(=S)Nc2c(C)cccc2C)cc1	11	-20	0.23	99	-1	92	8	-42	89
COc1ccc(OC)c(NC(=O)C2CCCN(S(=O)(=O)c3c(C)noc3C)C2)c1 (stereo not drawn)	-3	0	0.14	102	0	79	8	7	94
CCc1ccc(NC(=O)c2cnn3ccccc23)cc1	5	1	nt	84	-6	67	-16	9	81
COc1cccc(C2(O)CCN(C(=O)C3CC3)CC2)c1	13	-58	0.55	97	-1	101	-20	-15	94
O=S(c1ccsc1)c1ccsc1	2	3	-0.56	97	8	102	1	-7	103
CCOC(=O)c1ccc2nc(NC(=O)C(C)C)sc2c1	nt	nt	nt	92	7	34*	nt	nt	110
O=C(NCCCn1ccnc1)C(Cc1ccc([N+](=O)[O-])cc1)N1C(=O)c2ccccc2C1=O (stereo not drawn)	5	12	0.15	103	4	95	-23	48	102
CC(C)Sc1n[nH]c2nc3c(c(=O)n12)C1(CCCC1)Cc1ccccc1-3	-13	-7	nt	nt	nt	nt	1	-1	nt
CCCCOC(=O)Cn1c(=O)oc2ccc(C)cc21	9	2	nt	105	-6	96	-28	2	97
CN(C)c1ccc(NC(=O)Cn2ncn3c(cc4ccccc43)c2=O)cc1	10	-19	-0.77	95	3	105	-4	-12	89
CCn1c(CSCc2ccc(C)cc2)nnc1SCC(=O)NCc1ccccc1	19	nt	-0.52	nt	nt	nt	43	-5	nt
CC1CCN(C(C(=O)Nc2ccc3c(c2)OCO3)c2ccccc2)CC1 (stereo not drawn)	-10	-1	nt	92	7	98	0	-10	97
Cc1oc2ccc(NS(=O)(=O)c3ccc(C(C)(C)C)cc3)cc2c1C(=O)Nc1ccccc1	13	-5	-1.2	nt	nt	nt	-12	12	nt
C=CCNS(=O)(=O)c1ccc2nsnc2c1	nt	nt	-0.22	100	9	98	nt	nt	103
CCOC(=O)C1C(c2cccs2)NC(=O)N(C)C1(O)C(F)(F)F (stereo not drawn)	9	-1	0.91	92	1	97	31	-19	100
COc1ccc(OC)c(C2N(c3ccc(Cl)cc3)C(=O)C3CCCN32)c1 (stereo not drawn)	26	0	0.05	94	11	73	-18	6	86
Cc1ccc(-n2ncc3c(=O)n(CC(=O)N4CCCc5ccccc54)cnc32)cc1C	2	-15	-0.89	105	-10	100	-18	-8	87

Arranged by the number under Smad3 FoxH1 inh (high to low): some entries from above
molecule	Smad3 FoxH1 inh
CCOC(=O)c1ccc2nc(NC(=O)C(C)C)sc2c1	7
COc1ccc(OC)c(NC(=O)C2CCCN(S(=O)(=O)c3c(C)noc3C)C2)c1 (stereo not drawn)	0
CCOc1ccc(/C=N/NC(=S)Nc2c(C)cccc2C)cc1	-1

The listing continues.
SMILES	VCAM1 TNFa inh	cytoskel mod	PTK2B oligo ant	Fibroblast inh	Smad3 FoxH1 inh	H69AR growth 86K	TNFa cytotox	HUVEC tox IL1B	HUVEC inhibit
CCC1SC2=NC(C)=C(C(=O)OCCOC)C(/C=C/c3ccccc3OC)N2C1=O (stereo not drawn)	9	-5	0.24	99	-8	88	49	22	99
O=C(CN(CCc1ccccc1)C(=O)Cn1nnc(-c2cccs2)n1)NCc1ccco1	3	-9	-0.83	98	-1	94	5	19	106
CCOCc1cnc(C)nc1NCC(=O)c1c(C)[nH]c2cc(C)ccc12	16	-7	0.23	nt	nt	nt	-10	-6	nt
COCCOC(=O)C1=C(C)NC(SCC(=O)NC(C)(C)C)=C(C#N)C1c1ccco1 (stereo not drawn)	-3	16	nt	101	2	67	-25	8	85
Cc1ccc(-c2nnn(CC(=O)NC3CCN(Cc4ccccc4)CC3)n2)cc1	-6	-2	2.9	96	5	93	-28	-36	88
COC(=O)/C(=C(/F)SCC(C)=O)C(F)(F)F	-13	6	nt	95	-4	73	-32	-67	77
CC1(C)Cc2c(sc3nc4n(c(=N)c23)CCC4)CO1	-3	1	0.1	95	0	98	-3	0	110
O=C(Cn1c(-c2cscn2)nc2ccccc21)Nc1ccc(Cl)cc1	16	-16	-1.8	91	9	73	-31	-8	93
Cc1ccc(/C(=N\O)c2oc3c(C)c4oc(=O)cc(C)c4cc3c2C)cc1	10	-9	-2.6	93	8	89	-13	26	51
CCOc1cc(NC(=O)C2CCCCC2)c(OCC)cc1NC(=O)c1ccco1	-6	-18	0.51	73	8[fluorescence artefact?]	101	-3	-16	101
Cc1cc(NC(=O)/C=C/C(=O)N(c2ccccc2C)C(C(=O)NC2CCCC2)c2ccc(F)cc2)no1 (stereo not drawn)	-10	-4	-1.8	nt	nt	nt	-23	-2	nt
Cc1ccc2cc(CN(CCCO)S(=O)(=O)c3cccc4nsnc34)c(=O)[nH]c2c1C	5	14	-0.13	92	18	78	-12	-3	89
CC(C)(C)NC(NC(=O)Cc1ccccc1)C(Cl)(Cl)Cl (stereo not drawn)	-9	-8	-0.27	nt	nt	nt	-40	-129	nt
COc1ccc(-c2ccc(C#N)c(SCC(=O)Nc3sc4c(c3C#N)CCC4)n2)cc1	28	-5	0.23	99	-2	81	-11	0	92
Cn1c(NC(=O)c2ccccc2NC(=O)C(C)(C)C)nc2ccccc21	7	-17	nt	79	4	62	30	8	74
COC(=O)c1ccc(-n2nnnc2SCc2nn[nH]n2)cc1	12	9	0.76	91	3	99	-1	-26	79
O=C(CCn1c(=O)oc2ccccc21)Nc1ccccc1	-4	13	-0.45	107	11	86	-32	12	75
CCOC(=O)c1[nH]c(C)c(C(=O)N2CCOCC2)c1C	1	17	nt	97	-7	88	-23	-4	101
Cc1cccc(OCC(O)Cn2c(=N)n(CCN3CCOCC3)c3ccccc32)c1 (stereo not drawn)	9	0	0.33	nt	nt	nt	-19	4	nt
COc1ccc(Cc2nnc(NC(=O)C3CCCO3)s2)cc1 (stereo not drawn)	-9	-16	1.1	94	4	95	-18	11	83
Cc1ccc(S(=O)(=O)N(CC(=O)O)Cc2ccccc2F)cc1	-8	8	0.29	93	44[fluorescence artefact?]	97	-16	-12	91
CCOc1ccc(C(=O)Nc2ccc(NC(=O)c3ccco3)c(Cl)c2)cc1Br	-6	-34	2.2	nt	nt	nt	7	0	nt

Screening results deposited in PubChem BioAssay by several laboratories.
